C-LANA FP = inhibitors of KSHV C-LANA binding to DNA, primary screen, biochemical, fluorescence polarization, FAM-LBS DNA, MBP-C-LANA, single point | Kaposi's sarcoma herpesvirus LANA C-terminal domain (residues 932-1162) DNA binding | inhibition, % at 9 µM | 340,000 tested, 0.078% active;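 active = highest replicate inhibition at or above 60% at 9 µM, even if other replicates fall short; inactive = all replicates below 60% inhibition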;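 note: 0% = neutral control wells and 100% = 4 µM acridine orange control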
CAL PDZ FP = untagged CAL PDZ binding inhibitors, primary screen, biochemical, fluorescence polarization, HTS | purified CAL PDZ, TMR-peptide fluorescence polarization, 1 h | inhibition, % at 24.9 µM | 300,000 tested, 0.92% active;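 active = mean inhibition of at least 30% with at least half of replicates also reaching 30%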;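 note: 0% = DMSO neutral control and 100% = excess unlabeled competitor peptide PRC23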
Keap1 Nrf2 FP = Keap1-Nrf2 protein-protein interaction inhibitors, primary screen, biochemical, fluorescence polarization, single point; Keap1 Kelch-Nrf2 peptide fluorescence polarization, 1536-well; inhibition, % at 9.4 µM; 340,000 tested, 0.15% active; AID 504523, 2011; in the data active = inhibition above about 12%;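 note: human Keap1 Kelch domain with fluorescein labeled Nrf2 9mer peptide probe; 0% = neutral control wells and 100% = peptide positive control; higher means more block of Keap1 binding to Nrf2 peptide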
V-ATPase pHluor = regulators of yeast V-ATPase proton pumping, primary screen, pHLuorin cytosolic pH fluorescence | 350,000 tested, 0.37% active | response, % at 10 µM | S. cerevisiae; in the data active = response mostly above about 7.3%, no sharp cut-off; inactive = mostly below about 5.4%; note: actives read high; inactives centre near 0; some compounds called inactive have numbers as strong as hits; reference of the scale not given here
MOR-DOR inv ag = inverse agonists of MOR-DOR heterodimerization, primary screen, cell-based, luminescence. cell-based MOR-DOR heterodimer luminescence, inverse agonism. Mu-type opioid receptor (Homo sapiens) + Delta-type opioid receptor (Homo sapiens), …. inhibition, % at 9.3 µM. 340,000 tested, 0.21% active; in the data active = inhibition above about 22%, passing the limit was not always enough;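 note: 0% = cells with DMSO and 100% = wells without cells with DMSO; values of inactives mirror those of a sister screen read the other way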
Target sequence (P35372 whole entry, looked up): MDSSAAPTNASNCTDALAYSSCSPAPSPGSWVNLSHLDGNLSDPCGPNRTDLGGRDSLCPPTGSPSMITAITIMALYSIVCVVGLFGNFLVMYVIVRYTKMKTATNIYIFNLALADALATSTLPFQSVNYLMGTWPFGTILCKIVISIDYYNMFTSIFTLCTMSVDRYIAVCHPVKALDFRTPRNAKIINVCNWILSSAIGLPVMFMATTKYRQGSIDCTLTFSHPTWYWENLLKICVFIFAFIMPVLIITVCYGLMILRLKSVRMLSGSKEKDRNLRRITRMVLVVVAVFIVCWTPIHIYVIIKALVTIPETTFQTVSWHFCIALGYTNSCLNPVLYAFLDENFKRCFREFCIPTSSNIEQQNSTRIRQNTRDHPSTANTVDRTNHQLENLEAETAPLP
Target sequence (P41143 whole entry, looked up): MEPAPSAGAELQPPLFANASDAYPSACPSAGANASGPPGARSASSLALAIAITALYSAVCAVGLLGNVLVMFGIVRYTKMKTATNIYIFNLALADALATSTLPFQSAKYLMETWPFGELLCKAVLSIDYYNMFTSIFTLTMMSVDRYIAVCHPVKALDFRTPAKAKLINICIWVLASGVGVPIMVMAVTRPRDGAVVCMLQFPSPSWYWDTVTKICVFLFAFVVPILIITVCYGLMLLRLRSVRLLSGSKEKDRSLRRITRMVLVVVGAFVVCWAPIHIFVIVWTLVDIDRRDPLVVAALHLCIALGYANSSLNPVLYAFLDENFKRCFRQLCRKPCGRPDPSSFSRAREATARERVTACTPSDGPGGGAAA
MOR-DOR ag = agonists of OPRM1-OPRD1 heterodimerization, primary screen, cell-based, luminescence. Mu-type opioid receptor (Homo sapiens) + Delta-type opioid receptor (Homo sapiens), …. cells. activation, % at 9.3 µM. 340,000 tested, 0.3% active. AID 504326, 2011; in the data active = activation above about 18%;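 note: 0% = vehicle-treated cells and 100% = reference agonist; values of inactives mirror those of a sister screen read the other way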
cardiac RTF act = cardiac RTF calcium sensitivity activators, primary screen, biochemical, IANBD-TnC fluorescence, EC20 calcium; Troponin I, cardiac muscle (Homo sapiens) + Troponin T, cardiac muscle (Homo sapiens) + …; IANBD-labeled TnC RTF fluorescence at EC20 calcium; 0% EC20 calcium, 100% full calcium; activation, % at 7.2 µM; 340,000 tested, 0.24% active; AID 493008, 2010;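 active = activation above the mean over all tested compounds plus 3 SD, cut at about 30% in these data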;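 note: rise in fluorescence read as greater calcium sensitivity of cardiac thin filaments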
HTR5A ag ctr = HTR5A agonists in luminescence cell assay, primary screen, counter-screen for OPRM1-OPRD1 heterodimer agonist project, full-deck HTS. 5-hydroxytryptamine receptor 5A (Homo sapiens), P47898. cell-based. activation, % at 9.3 µM. 340,000 tested, 0.61% active. AID 504692, 2011; in the data active = activation mostly above about 9.5%, no sharp cut-off; inactive = mostly below about 7.6%;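 note: 0% = cells with vehicle only and 100% = reference agonist; strong numbers were not always called active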
Cardiac RTF inh = cardiac RTF calcium sensitivity inhibitors, primary screen, biochemical, IANBD-TnC fluorescence, EC70 calcium; Troponin I, cardiac muscle (Homo sapiens) + Troponin T, cardiac muscle (Homo sapiens) + …; inhibition, % at 7.15 µM; IANBD-labeled cardiac RTF, Ca2+ fluorescence; AID 493244, 2011; 340,000 tested, 0.12% active;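 active = inhibition above the mean inhibition of all tested compounds plus 3 SD, cut at about 17% in these data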;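 note: assay run at fixed EC70 calcium of 1.6 mM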
HTR5A inv ag = HTR5A inverse agonists in luminescence cell assay, primary screen, counter-screen for OPRM1-OPRD1 heterodimer inverse agonist project, full-deck HTS; HTR5A cell line, inverse agonism; 5-hydroxytryptamine receptor 5A (Homo sapiens), P47898; 340,000 tested, 0.083% active; inhibition, % at 9.3 µM; in the data active = inhibition mostly above about 23%, no sharp cut-off; inactive = mostly below about 18%;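 note: 0% = cells with DMSO and 100% = no-cell wells with DMSO; some compounds called inactive have numbers as strong as hits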
Starred values were filed as active, the others as inactive; . = no result given.

1: COc1ccc(-n2c(COc3cccc(C)c3)nnc2SCC(=O)O)cc1
2: COc1ccc(-n2c(=S)[nH]c3sc(-c4ccccc4)cc3c2=O)c(OC)c1
3: Cc1ccc(-c2ccc(OC(=O)c3ccc(=O)[nH]c3)c(C)c2)cc1
4: O=C(COC(=O)c1ccc(F)cc1)NC1CC1
5: Cc1ccc(S(=O)(=O)CCC(=O)OCc2cc(C)ccc2C)cc1
6: Cc1cc(C=O)c(C)n1-c1ccc2c(c1)OCO2
7: COC(C[C@@H]1O[C@@H]1[C@H](O)[C@@H](C)OCc1ccccc1)OC
8: CC(C)(C)c1nc(NCCN2CCOCC2)c2nnn(Cc3ccccc3Cl)c2n1

screen / no.	1	2	3	4	5	6	7	8
C-LANA FP	0.3	1.6	-0.4	0.9	-2.4	-0.2	2.1	-0.1
CAL PDZ FP	-6	.	-4	.	-4	-3	0	-7
Keap1 Nrf2 FP	-4	-1	-2	2	-3	-3	-4	1
V-ATPase pHluor	-2	1	-3	-1	-2	1	-3	4
MOR-DOR inv ag	9	26	2	5	-20	11	14	-10
MOR-DOR ag	-2.0	-5.1	-0.5	-0.9	2.9	-2.1	-2.4	1.9
cardiac RTF act	-2	3	17	-2	-6	2	-4	-2
HTR5A ag ctr	-1	1	3	1	6	-7	1	0
Cardiac RTF inh	-6	2	-4	-6	-8	9	4	-7
HTR5A inv ag	4	1	-12	-4	-15	5	-2	-7

9: N=c1n(CC(=O)c2ccc([N+](=O)[O-])cc2)c2ccccc2n1Cc1ccc(Cl)cc1
10: CCc1ccc(C2=NN(S(C)(=O)=O)C(c3cccs3)C2)cc1 (configuration not stated)
11: COc1cc(CN2CCC(C(=O)N3CCN(c4ccccc4F)CC3)CC2)cc(OC)c1OC
12: COc1ccc(NC(=O)CCSc2ccc(C)cc2)cc1
13: O=C(c1cccc(F)c1)N1CCN(Cc2ccco2)CC1
14: Cc1cc(Br)cc2c1NC(=O)C2(O)CC(=O)c1ccco1 (configuration not stated)
15: Cc1c(NC(=O)C(C)OC(=O)Cc2ccc(F)cc2)c(=O)n(-c2ccccc2)n1C (configuration not stated)
16: CC(C)C(NC(=O)C(NC(=O)C1OC2OC(C)(C)OC2C2OC(C)(C)OC12)C(C)C)C(=O)O (configuration not stated)

screen / no.	9	10	11	12	13	14	15	16
C-LANA FP	-2.7	-1.3	-1.1	1.8	-1.4	-1.6	0.8	1.1
CAL PDZ FP	-7	-3	-1	-1	1	.	-6	2
Keap1 Nrf2 FP	4	-10	-6	0	-5	-5	3	-6
V-ATPase pHluor	-2	4	-3	1	-1	4	0	-2
MOR-DOR inv ag	-16	-9	20	8	15	6	8	11
MOR-DOR ag	2.7	1.7	-4.4	-1.5	-3.3	-1.2	-1.2	-2.2
cardiac RTF act	-6	5	-2	1	1	-3	-1	2
HTR5A ag ctr	-4	0	0	-3	7	-2	3	-1
Cardiac RTF inh	-3	-6	-2	9	-1	-4	-13	3
HTR5A inv ag	11	4	17	-15	-9	-19	8	26

2 of the compounds above, bar-delimited:
cpd | compound | C-LANA FP | CAL PDZ FP | Keap1 Nrf2 FP | V-ATPase pHluor | MOR-DOR inv ag | MOR-DOR ag | cardiac RTF act | HTR5A ag ctr | Cardiac RTF inh | HTR5A inv ag
11 | COc1cc(CN2CCC(C(=O)N3CCN(c4ccccc4F)CC3)CC2)cc(OC)c1OC | -1.1 | -1 | -6 | -3 | 20 | -4.4 | -2 | 0 | -2 | 17
12 | COc1ccc(NC(=O)CCSc2ccc(C)cc2)cc1 | 1.8 | -1 | 0 | 1 | 8 | -1.5 | 1 | -3 | 9 | -15

Next records follow.
17: CCNS(=O)(=O)c1cc(-c2nnc(OC)c3ccccc23)ccc1C
18: Cc1c2c(nc3c(C(=O)NC4CC4)cnn13)CCCC2
19: CCOC(=O)COc1ccc(Br)cc1/C=C/c1[nH]c(=O)[nH]c(=O)c1[N+](=O)[O-]
20: COc1ccc(S(=O)(=O)N2CCCCC2)cc1NC(=O)c1cccc(S(=O)(=O)N2CCOCC2)c1
21: CCN(CCn1cccn1)C(=O)CCc1nnc(CCc2ccccc2OC)o1
22: O=C(NN=C1CCCC1)c1n[nH]c2c1CCCC2
23: CCOCCCNC(=O)c1ccccc1NC(=O)C1=C(C)OCCS1
24: Cc1cccc(N/C(N)=N/c2nc(C)cc(=O)[nH]2)c1

screen / no.	17	18	19	20	21	22	23	24
C-LANA FP	-1.1	-0.7	0.1	0.3	-1.4	3.9	-1.2	-0.6
CAL PDZ FP	-5	-2	-1	-3	-4	-1	-4	-2
Keap1 Nrf2 FP	0	-6	-12	-6	-1	-5	6	1
V-ATPase pHluor	2	3	-1	-3	1	1	-2	-2
MOR-DOR inv ag	17	10	15	15	-2	18	15	13
MOR-DOR ag	-3.6	-1.8	-3.0	-3.9	0.2	-3.9	-2.7	-2.3
cardiac RTF act	-4	-5	-3	4	-6	6	-6	2
HTR5A ag ctr	-1	-4	-3	8	2	5	3	0
Cardiac RTF inh	-6	3	-5	-6	-7	0	-7	-3
HTR5A inv ag	2	-5	5	1	-5	-16	-11	1

25: S=C(NCCc1ccc(Cl)cc1)NCc1ccccc1
26: COC(=O)C1=C(C)OC(N)=C(C#N)C1c1cc2cc(C)ccc2nc1Cl (configuration not stated)
27: O=c1c(Cl)c(N2CCCCC2)cnn1-c1nc2ccccc2[nH]1
28: Oc1cc2ccccc2nc1-c1ccccc1Cl
29: COc1ccc(NC(=O)CCC(=O)N2CCCC2)c([N+](=O)[O-])c1
30: O=C(COc1ccccc1/C=C1\SC(=O)NC1=O)Nc1ccc(F)cc1
31: O=C(Nc1ccccc1)c1ccc(NCC2CCCO2)c(S(=O)(=O)N2CCOCC2)c1 (configuration not stated)
32: Cc1ccccc1C(=O)NC1CCN(CC(=O)Nc2c(C)cccc2C)CC1

screen / no.	25	26	27	28	29	30	31	32
C-LANA FP	-0.6	0.0	-1.7	-1.1	-0.9	0.9	1.9	-2.0
CAL PDZ FP	3	-4	-1	-2	-5	1	4	0
Keap1 Nrf2 FP	1	-3	-3	-2	2	-1	-5	-4
V-ATPase pHluor	3	-2	0	4	0	6	-1	-1
MOR-DOR inv ag	-10	6	6	16	12	13	12	-2
MOR-DOR ag	1.9	-1.0	-1.5	-3.3	-2.3	-2.0	-2.2	0.4
cardiac RTF act	-3	2	4	1	-6	5	7	0
HTR5A ag ctr	4	-4	1	2	-1	4	1	7
Cardiac RTF inh	3	-10	-3	-2	-3	-23	8	-1
HTR5A inv ag	-12	10	-4	-8	-7	1	4	13

33: CC(=O)Nc1ccc(N(C(=O)c2ccco2)C(C(=O)NC2CCCC2)c2ccncc2)cc1 (configuration not stated)
34: Cc1cc(C)c2nc(NC(=O)C3CC(=O)N(Cc4ccco4)C3)sc2c1 (configuration not stated)
35: COc1ccccc1/C=C/C(=O)OCC(=O)c1c[nH]c2ccccc12
36: Cc1cc(NC(=O)C2CC(c3c(F)cccc3Cl)=NO2)n(-c2ccccc2)n1 (configuration not stated)
37: Cn1c(=O)c(C(=O)NNC(=O)c2cccc(Cl)c2)c(O)c2ccccc21
38: COc1ccc(S(=O)(=O)N2CCOCC2)cc1NC(=O)CCc1c[nH]c2ccccc12
39: COc1cccc(CSc2nccn2C)c1
40: COc1ccc([N+](=O)[O-])cc1NC(=O)COC(=O)c1ccccc1O

screen / no.	33	34	35	36	37	38	39	40
C-LANA FP	0.4	8.0	2.1	0.4	-1.8	.	2.4	0.5
CAL PDZ FP	-2	-5	-6	.	3	-6	-4	-2
Keap1 Nrf2 FP	1	3	-8	-6	2	.	2	-1
V-ATPase pHluor	5	2	-4	1	-1	-3	1	2
MOR-DOR inv ag	17	10	-13	1	2	6	10	2
MOR-DOR ag	-2.6	-2.0	3.6	-0.1	-0.5	-1.1	-1.9	-0.3
cardiac RTF act	-9	-6	0	5	-5	-2	1	1
HTR5A ag ctr	-3	3	-2	-2	3	-1	-2	1
Cardiac RTF inh	-11	1	-5	2	11	-1	2	-7
HTR5A inv ag	3	-8	-4	21	-8	4	9	2

41: CCOC(=O)N1C2c3ccccc3C(c3ccccc32)N1C(=O)OCC
42: O=C(COC(=O)c1cc(=O)[nH]c2ccc(Br)cc12)c1ccccc1
43: COc1cc(C)ccc1OCCOc1c(Cl)cc(Cl)cc1Cl
44: COc1ccccc1NS(=O)(=O)c1cccc(NC(=O)Cc2cccs2)c1
45: COc1cccc(C(=O)SC2=NCCS2)c1
46: CC(Sc1cccc[n+]1[O-])c1ccccc1 (configuration not stated)

screen / no.	41	42	43	44	45	46
C-LANA FP	-3.2	0.3	-0.8	-2.6	0.2	-3.0
CAL PDZ FP	-1	-7	-1	.	-4	-2
Keap1 Nrf2 FP	0	2	1	-4	-35	-1
V-ATPase pHluor	0	-2	-2	-4	-3	-2
MOR-DOR inv ag	16	-7	3	11	4	3
MOR-DOR ag	-3.3	1.2	-0.8	-2.1	-0.7	-0.5
cardiac RTF act	-1	-7	-4	-1	-5	0
HTR5A ag ctr	1	-1	-5	-4	1	-2
Cardiac RTF inh	5	-13	1	-3	-4	-6
HTR5A inv ag	-3	2	12	12	9	20

Only MOR-DOR ag, for some of the entries so far:
entry	structure	MOR-DOR ag
20	COc1ccc(S(=O)(=O)N2CCCCC2)cc1NC(=O)c1cccc(S(=O)(=O)N2CCOCC2)c1	-3.9
26	COC(=O)C1=C(C)OC(N)=C(C#N)C1c1cc2cc(C)ccc2nc1Cl (configuration not stated)	-1.0

Bioassay records: PubChem BioAssay, several laboratories
